CAL PDZ FP = human CAL PDZ-peptide interaction inhibition; purified CAL PDZ, TMR-peptide fluorescence polarization, 1 h; 330,000 compounds, 0.02% hits; AID 504414; inhibition, % at 20 µM;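 active means highest replicate inhibition of at least 40%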;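 further: plate controls were DMSO neutral control wells for no effect and unlabeled competitor peptide control wells for full effect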
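System: tagged CAL PDZ domain. Schedule: 1 h room-temperature incubation prior to read. Signal: fluorescence polarization (mP). Measure: percent inhibition from loss of millipolarization.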
Rtt109 HAT inh = blocks Candida albicans Rtt109/Vps75 acetyltransferase activity; Q5AAJ8; inhibition, % at 34.9 µM; AID 540336; purified Rtt109/Vps75, ThioGlo CoA-SH fluorescence, 4 h; 330,000 compounds, 0.16% hits;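 active means inhibition of at least 50% in every replicate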
Target sequence (Q5AAJ8 whole entry, looked up): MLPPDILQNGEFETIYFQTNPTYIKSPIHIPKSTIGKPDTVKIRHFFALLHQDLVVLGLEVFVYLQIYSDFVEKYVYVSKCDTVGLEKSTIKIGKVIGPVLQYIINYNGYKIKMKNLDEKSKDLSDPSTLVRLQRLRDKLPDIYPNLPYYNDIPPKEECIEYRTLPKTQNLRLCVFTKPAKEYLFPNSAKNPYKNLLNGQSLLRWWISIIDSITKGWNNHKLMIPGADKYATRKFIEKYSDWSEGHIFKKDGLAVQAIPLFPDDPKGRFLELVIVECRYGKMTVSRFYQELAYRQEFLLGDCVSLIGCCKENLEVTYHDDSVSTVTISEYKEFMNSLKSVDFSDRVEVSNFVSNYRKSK
DAGLB inhibitor = diacylglycerol lipase beta (human) inhibition | HEK293T DAGLB membrane lysate, EnzChek fluorogenic substrate | 340,000 compounds, 0.059% hits | Q8NCG7 | AID 504411 | inhibition, % at 5.17 µM; in the data active means inhibition above about 34%;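 further: 0% = enzyme with vehicle and 100% = wells lacking enzyme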
Target sequence (Q8NCG7 whole entry, looked up): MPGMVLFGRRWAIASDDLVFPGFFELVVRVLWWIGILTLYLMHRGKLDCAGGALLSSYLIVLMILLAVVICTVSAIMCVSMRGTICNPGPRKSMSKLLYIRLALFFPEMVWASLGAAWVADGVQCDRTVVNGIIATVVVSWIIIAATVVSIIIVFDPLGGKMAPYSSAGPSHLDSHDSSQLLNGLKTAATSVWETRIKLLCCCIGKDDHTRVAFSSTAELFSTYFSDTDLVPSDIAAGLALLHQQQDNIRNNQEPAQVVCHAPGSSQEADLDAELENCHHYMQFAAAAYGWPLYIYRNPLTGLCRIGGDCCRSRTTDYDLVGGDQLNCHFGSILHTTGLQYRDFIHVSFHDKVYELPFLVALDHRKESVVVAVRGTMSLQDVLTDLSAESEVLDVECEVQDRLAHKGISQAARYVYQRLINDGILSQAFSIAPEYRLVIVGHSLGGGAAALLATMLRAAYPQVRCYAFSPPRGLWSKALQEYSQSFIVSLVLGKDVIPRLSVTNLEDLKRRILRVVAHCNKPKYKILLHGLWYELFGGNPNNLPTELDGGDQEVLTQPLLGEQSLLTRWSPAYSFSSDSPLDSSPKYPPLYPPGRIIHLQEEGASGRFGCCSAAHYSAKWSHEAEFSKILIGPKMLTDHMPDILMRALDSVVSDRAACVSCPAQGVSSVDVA
AddAB inh = less growth of phage-infected E. coli with AddAB; AID 435030; E. coli expressing H. pylori AddAB, absorbance growth; inhibition, % at 11.9 µM; 330,000 compounds, 0.29% hits; in the data active means inhibition above about 12%;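 further: 0% = vehicle wells of infected cells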
PvdQ acylase = P. aeruginosa PvdQ acylase inhibition; purified PvdQ acylase, fluorescence plate reader; AID 488965; 340,000 compounds, 0.063% hits; inhibition, % at 10 µM; in the data active means inhibition above about 30%, passing the limit was not always enough;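 further: 0% = vehicle neutral wells and 100% = reference inhibitor wells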
PfHsp90 set2 = growth inhibition of yeast expressing Plasmodium Hsp90; 310,000 compounds, 0.32% hits; inhibition, % at 9.4 µM; S. cerevisiae expressing PfHsp90, BacTiter-Glo ATP, 48 h; yeast lacking PDR1 and PDR3 efflux regulators; AID 504621;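 active means every replicate shows inhibition above about 80%, whatever the replicate mean, limit read from the data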;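 further: 0% = DMSO neutral controls and 100% = 20 µM radicicol positive controls; yeast relying on Plasmodium falciparum Hsp90 in place of its own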
phage Ecoli inh = E. coli growth loss with phage present. growth absorbance. 360,000 compounds, 0.26% hits. AID 651602. inhibition, % at 11.9 µM; in the data active means inhibition above about 11%
Ecoli viability = bacterial growth inhibition, counter-screen for AddAB inhibitors; E. coli V3065 growth, OD600 absorbance, 18 h; inhibition, % at 11.9 µM; 330,000 compounds, 0.27% hits; AID 449728;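 active means inhibition above the campaign's mean inhibition across all tested compounds plus 3 SD, cut at about 9.9% in these data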;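 further: uninfected addAB+ strain grown without phage in ampicillin broth; 0% = DMSO wells and 100% = ciprofloxacin 0.95 µg/ml wells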
Wnt act = activates Wnt/beta-catenin signaling in a reporter cell assay; activator, plate reader; 300,000 compounds, 1.2% hits; activation, % at 9.35 µM; AID 743398; in the data active means activation above about 30%, passing the limit was not always enough;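 further: 0% = neutral control wells and 100% = positive control wells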
Tat transport = E. coli Tat transport inhibition; E. coli MC4100 TorA-mCherry Tat export, fluorescence; inhibition, % at 10 µM; 340,000 compounds, 0.036% hits; AID 488895;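 active means mean replicate inhibition at least 50% and at least half of replicates individually reaching 50%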;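 further: exported cargo escapes ClpAP degradation while cytoplasmic cargo is degraded and loses fluorescence; 0% = median of neutral control wells and 100% = median of NaSCN control wells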
Numbers without * were called inactive; x = not tested or not shown.

Results follow in this order: CAL PDZ FP	Rtt109 HAT inh	DAGLB inhibitor	AddAB inh	PvdQ acylase	PfHsp90 set2	phage Ecoli inh	Ecoli viability	Wnt act	Tat transport
1: O=C(c1cc(C(=O)N2CCCC2)cc([N+](=O)[O-])c1)N1CCCC1
→ -0.7	11	-3	1.3	7	1	1.2	-2.0	-1	-5
2: Nn1c(Cc2cccc3ccccc23)nnc1SCc1ccc(Cl)c(Cl)c1
→ -0.5	0	-20	0.6	-9	22	3.0	0.7	29	6
3: Cc1cc(NC(=O)c2ccc3c(c2)OCCO3)ccc1NC(=O)c1cc2ccccc2o1
→ -1.1	-5	-1	0.3	-20	19	2.6	2.1	-1	9
4: Cc1ccc(Cl)cc1N(CC(=O)Nc1cccc(N(C)S(C)(=O)=O)c1)S(C)(=O)=O
→ -3.0	-14	-1	1.9	-12	6	4.2	2.3	0	-3
5: CC(C)CC(=O)NCCCCc1ccccc1
→ -4.4	15	2	3.4	6	-4	3.5	-1.2	0	-8
6: Cc1cccc(CCNC(=O)CCc2c(C)nc3ncnn3c2C)c1
→ -0.5	-10	0	-0.2	-6	13	1.8	-1.5	x	-4
7: Cc1ccc(C)c(CS(=O)(=O)c2cn(CC(=O)N3CCC(C)CC3)c3ccccc23)c1
→ -1.0	5	-4	0.4	-1	2	2.9	0.4	3	6
8: O=C(CN1C(=O)NC2(CCCc3ccccc32)C1=O)N1CCN(c2cccc(C(F)(F)F)c2)CC1 (configuration not stated)
→ 0.7	-9	-1	-0.6	-12	-11	-0.7	0.9	-3	0
9: COc1ccc(S(=O)(=O)N2CCCC(C(=O)NCCC(C)C)C2)cc1 (configuration not stated)
→ -3.1	4	-3	1.6	-5	1	2.0	-3.9	-9	-1
10: O=C(CS(=O)(=O)c1ccccc1)Nc1ccccc1Br
→ -0.2	-6	1	x	-10	-43	0.4	x	12	-5
11: CCC(C)[C@H](NC(=O)c1cc2cc(Cl)ccc2n1C)C(=O)N1CCC(C(=O)O)CC1 (some centres not stated)
→ -2.4	-2	4	0.2	-2	-62	2.3	-1.0	0	-13
12: O=C(COC(=O)c1c2c(nc3ccccc13)CCCCC2)c1ccc(Cl)s1
→ -0.7	-2	-1	-0.5	25	2	3.4	-0.5	0	1
13: O=C(N/N=C/c1coc2ccccc2c1=O)c1cc(Br)ccc1O
→ -3.0	2	5	6.3	-7	21	4.0	7.5	0	0
14: COc1ccccc1C(=O)NC(C)c1nc2ccccc2[nH]1 (configuration not stated)
→ -3.0	-1	0	-1.6	-6	x	2.5	-0.6	x	7
15: O=C1CSC(=S)N1N=Cc1ccc(Cl)cc1Cl
→ -0.4	-1	1	x	3	11	3.3	x	5	-7
16: NC(=O)CSc1nnc(Cn2c(=O)sc3ccccc32)n1CCc1ccccc1
→ -0.8	-13	1	2.1	-2	-2	2.1	-2.2	-2	1
17: Cc1ccccc1OCc1nnc(SCC(=O)O)n1Cc1ccccc1
→ -1.2	8	3	0.7	-9	15	2.4	-1.4	-1	-3
18: O=C(Cn1ncc2c([nH]c3ccccc32)c1=O)NCC1CCN(Cc2ccc(F)cc2)CC1
→ -3.2	18	2	5.9	10	22	1.3	2.4	-3	6
19: CCOc1ccccc1C(=O)Nc1nnc(C(C)C)s1
→ -1.0	2	-3	2.0	-4	-8	2.2	-0.4	2	-2
20: COc1cccc(Oc2nc(N)ncc2[N+](=O)[O-])c1
→ -0.1	-9	-3	11	0	-8	0.0	6.7	-2	6
21: COc1ccc(C(=O)Nc2nnc(S(=O)(=O)Cc3ccc(F)cc3)s2)cc1
→ -1.3	-1	-1	1.2	11	4	1.0	0.5	1	-6
22: Cc1ccc(C(=O)NNC(=O)c2ccccc2O)cc1S(=O)(=O)N1CCCCC1
→ -1.0	-5	8	6.5	-9	x	1.1	0.4	1	-19
23: C[C@H](CO)N1C[C@H](C)[C@@H](CN(C)S(=O)(=O)c2cccs2)Oc2c(NC(=O)c3ccncc3)cccc2C1=O
→ -0.3	-8	-1	3.1	-14	-1	2.2	1.3	1	-3
24: Cc1ccc(NC(=O)c2ccc3ncsc3c2)cc1S(=O)(=O)N(C)C
→ x	x	x	0.8	x	x	2.2	-1.8	2	x
25: COC(=O)CC1(c2ccc(OC)cc2)C(=O)c2ccccc2C1=O
→ -0.6	-1	-5	3.4	-8	-6	1.5	0.6	6	-7
26: COc1cc(C(=O)Nc2ccc(OCC(=O)N3CCOCC3)cc2C)cc(OC)c1OC
→ -1.3	2	1	1.6	-5	-6	-1.2	-4.5	1	0
27: Cc1noc(C)c1C(=O)Nc1nc2ccc(S(C)(=O)=O)cc2s1
→ -3.1	5	-1	-1.0	-14	-49	4.4	4.0	14	-6
28: Cc1nn(CC(=O)N2CCN(c3ccccn3)CC2)c(=O)c2cc3sccc3n12
→ 0.1	0	-1	-0.8	8	17	x	-2.1	x	-1
29: O=C(c1cc(Cl)nc2ccccc12)N1CCN(S(=O)(=O)c2cccc(F)c2)CC1
→ -2.8	3	-4	4.3	5	4	5.8	3.3	-4	-6
30: CCN(CC(=O)Nc1ccc(OC)cc1)CC(=O)Nc1ccc(Br)cc1F
→ -2.4	-6	2	0.3	-6	-5	4.6	-0.9	-7	-6
31: O=C(Nc1cccc(C(=O)Nc2ccccc2F)c1)c1ccccc1
→ -1.8	-8	0	1.4	-11	7	3.2	-0.2	1	-3
32: COc1cc(/C=N/NC(=O)C(=O)/C=C2\NC(C)(C)Cc3ccccc32)ccc1O
→ -0.8	12	5	-1.6	0	30	1.0	-1.8	-3	15
33: CC(C)(C)c1cc(/C=N/O)cc(C(C)(C)C)c1O
→ -0.7	-10	-4	-2.3	-9	23	0.5	-3.4	-2	4
34: O=C(O)c1ccccc1NS(=O)(=O)c1cccc(C(F)(F)F)c1
→ -3.8	0	5	1.6	2	-5	3.1	0.2	x	8
35: Cc1csc2nc(COC(=O)c3cccc(N(C)C)c3)cc(=O)n12
→ -1.0	4	-2	3.0	-5	x	1.7	0.0	29	4
36: CCC(=O)Nc1cc(C(=O)O)ccc1Sc1ccc(C)cc1
→ 4.6	2	0	0.0	-5	1	3.0	-2.0	-1	-2
37: Cc1ccccc1-c1nc(CN2CCC(C(=O)NCc3cccs3)CC2)c(C)o1
→ -3.0	2	-2	1.5	-7	28	2.3	0.1	-6	-5
38: CC(C)Cc1cc(C(=O)N2CCCC(CO)(Cc3ccc(F)cc3F)C2)n[nH]1 (configuration not stated)
→ -0.2	-2	1	1.4	-6	4	4.8	-2.1	0	3
39: CCc1nnc(NC(=O)c2ccc(-c3cc(C(F)(F)F)ccc3Cl)o2)s1
→ -0.5	-4	0	1.4	-9	3	0.9	-2.1	x	8
40: COc1ccc(C(=O)C2CCCN(Cc3ccc(C#CCCO)cc3)C2)c(OC)c1 (configuration not stated)
→ -0.8	-5	-1	0.7	-10	20	-0.1	0.4	1	-1
41: CC(C)OC(=O)CC1=NC(=O)CS1
→ 0.4	1	0	3.7	-8	-8	0.7	0.5	x	1
42: CCOC(=O)C1CCN(C(=O)c2ccc(S(=O)(=O)Nc3ccccc3Cl)cc2)CC1
→ -2.8	28	0	x	6	x	3.5	x	-1	1
43: Cn1cnnc1SCC(=O)Nc1ccc2ccccc2c1
→ -1.3	3	1	0.6	-6	6	0.2	-0.5	-5	4
44: Cc1n[nH]c(=O)n1-c1ccc(Oc2ccccc2)cc1
→ -1.6	-1	1	2.5	-10	38	3.6	1.0	8	-5
45: Cc1cc(OC(=O)c2cccc(Br)c2)c([N+](=O)[O-])c(=O)[nH]1
→ 0.3	3	-2	0.2	1	-4	-0.2	-1.1	0	1
46: CC(=O)N1CCc2c(sc(NC(=O)CCS(=O)(=O)c3ccccc3)c2C#N)C1
→ -0.5	-4	1	-1.6	-16	-10	1.5	-2.2	-2	-8
47: Cc1c(Cl)c([N+](=O)[O-])nn1CCCC(=O)Nc1c(Cl)cccc1Cl
→ -1.0	0	-1	0.8	-7	x	2.7	1.7	2	14
48: COC(=O)N(C)c1nc2ccccc2s1
→ -1.7	5	-2	2.1	0	-2	2.8	2.4	x	-3
49: C=CCOc1ccc(C2NC(=O)NC(C)=C2C(=O)OC)cc1 (configuration not stated)
→ -0.6	-3	-1	3.0	11	x	5.5	1.4	-4	1
50: CCCC(C(=O)NC1CCCC1)N(C(=O)c1snc(C(N)=O)c1N)c1ccc(OCC)cc1 (configuration not stated)
→ -2.5	-6	-4	2.0	11	31	1.9	-2.2	-2	0
51: O=c1[nH]c(CSc2nnc(-c3ccccc3)n2C2CCCCC2)nc2ccccc12
→ -2.1	-4	2	0.8	-14	25	3.4	-1.3	x	12
52: N#Cc1ccccc1NC(=O)COC(=O)C1CCN(C(=O)c2ccc(Cl)cc2)CC1
→ -1.6	5	-6	-0.3	-17	12	5.5	-1.9	-3	-3
53: COc1ccc(NC(=O)c2c3c(nc4ccccc24)CCC3)cc1S(=O)(=O)N1CCOCC1
→ -0.4	-4	3	1.0	2	2	0.1	0.5	-5	-3
54: C[C@@H]1O[C@@H](O[C@H]2[C@H](Oc3cc(O)c4c(c3)OC(c3ccc(O)cc3)CC4=O)O[C@H](CO)[C@@H](O)[C@@H]2O)[C@H](O)[C@H](O)[C@H]1O (some centres not stated)
→ 0.0	-10	-1	-3.6	6	-5	4.4	-1.4	1	-7
55: COc1ccccc1C(=O)Nc1ccc2nc(SCC(=O)N(C)C)sc2c1
→ -0.7	1	-1	1.6	0	-5	1.9	-2.1	1	-4
56: O=C(CSc1nc(-c2ccccc2Cl)ns1)Nc1ccc2c(c1)OCO2
→ -0.1	-1	-6	3.5	-6	-3	1.3	1.1	2	2
57: C[n+]1c(/C=C/c2ccc(O)cc2)ccc2ccccc21
→ -0.1	2	1	-0.2	-2	4	-1.2	-0.9	24	21
58: COc1ccc(C2C(C(=O)Nc3ccccc3)=C(C)N=C3SCC(=O)N32)cc1 (configuration not stated)
→ x	-3	-8	-1.2	-20	-25	-0.9	-1.0	-3	-12
59: Oc1ccc(N=Nc2cccc(Cl)c2)cc1C=Nc1ccc(N2CCOCC2)cc1
→ -0.1	-25	8	x	-9	1	3.1	x	0	-5
60: CCOC(=O)c1ccc(NC(=O)c2cccc(S(=O)(=O)N3c4ccccc4CC3C)c2)s1 (configuration not stated)
→ -3.6	0	-3	4.9	-13	-4	0.0	1.5	x	-2

Sorted by value in phage Ecoli inh (largest number first): some entries from above.
entry | compound | phage Ecoli inh
15 | O=C1CSC(=S)N1N=Cc1ccc(Cl)cc1Cl | 3.3
36 | CCC(=O)Nc1cc(C(=O)O)ccc1Sc1ccc(C)cc1 | 3.0
35 | Cc1csc2nc(COC(=O)c3cccc(N(C)C)c3)cc(=O)n12 | 1.7
26 | COc1cc(C(=O)Nc2ccc(OCC(=O)N3CCOCC3)cc2C)cc(OC)c1OC | -1.2

The list continues:
Results follow in this order: CAL PDZ FP	Rtt109 HAT inh	DAGLB inhibitor	AddAB inh	PvdQ acylase	PfHsp90 set2	phage Ecoli inh	Ecoli viability	Wnt act	Tat transport
61: COc1ccc(N2CCN(CC(=O)Nc3sccc3C#N)CC2)cc1
→ -0.8	1	1	1.0	7	50	1.5	0.8	x	-8
62: CCOC(=O)CCC(=O)N1CCNC(=O)C1
→ 0.4	-4	1	0.2	-17	-27	-0.8	-2.0	-1	2
63: Cc1c(C(=O)OCC(=O)NCc2ccccc2)oc2ccccc12
→ -1.4	-4	-5	-2.7	1	1	1.8	-3.1	-4	-1
64: COc1cccc(C(=O)CC(=O)C(=O)Nc2ccc(C)cc2Cl)c1
→ -1.7	8	2	1.1	-11	20	-2.6	1.2	-9	5
